BLM helicase inh = Bloom syndrome helicase (human) inhibition; P54132; recombinant BLM DNA unwinding, fluorescence dequenching; Potency, µM (series often up to 56.1 µM), for inactives: at the top dose activity change, negative = inhibition, hits mostly inhibitors; 350,000 tested, 0.2% active; AID 2528;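 also: potency is read from the fitted curve at half-maximal effect; plate controls were vehicle for no effect and no enzyme for full effect; nearly all actives have a fitted effect of over 35% in size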
LDHA block = inhibitors of human lactate dehydrogenase A; purified LDHA, NADH/diaphorase-resazurin fluorescence; stronger effect = lower value; activity change, % (values are at about 110 or 230 µM); 480,000 tested, 0.15% active; in the data active = activity change below about -30%; inconclusive = mostly about -25% to -30%;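 also: plate controls were DMSO wells for no effect and wells without enzyme for full effect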
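Resorufin fluorescence (ex540/em590), read at 0 and 20 min after diaphorase/resazurin addition, reports the NADH left after a 5 min room-temperature reaction of 2 nM human LDH5 with 0.06 mM NADH and 0.2 mM pyruvate.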
APEX1 inh = APE1 (human) endonuclease inhibition | AID 2517 | P27695 | Potency, µM (highest dose often 65.8 µM), for the others: at the top dose activity change, negative = inhibition, actives largely listed as inhibitors | 350,000 tested, 0.35% active | recombinant APE1, TAMRA/BHQ-2 abasic DNA cleavage fluorescence;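 also: potency is read from the fitted curve at half-maximal effect; plate controls were vehicle for no effect and reference inhibitor for full effect; nearly all actives have a fitted effect of over 55% in size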
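Incision of a quenched TAMRA/BHQ-2 THF abasic-site duplex (50 nM) by 0.75 nM APE1, after 15 min compound preincubation, measured as fluorescence increase over three 60 s reads. Values normalized to buffer, DMSO and NSC13755 control wells.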
POLH inh = blocks human DNA polymerase eta activity | recombinant Pol eta, fluorescent DNA replication assay | Potency, µM (highest dose often 114 µM), for inactives: at the top dose activity change, negative = inhibition, actives largely listed as inhibitors | 390,000 tested, 1.2% active; also: potency is read from the fitted curve at half-maximal effect; % is scaled to controls: 0 for no effect and ±100 for the full control effect
Target sequence (Q9Y253 whole entry, looked up): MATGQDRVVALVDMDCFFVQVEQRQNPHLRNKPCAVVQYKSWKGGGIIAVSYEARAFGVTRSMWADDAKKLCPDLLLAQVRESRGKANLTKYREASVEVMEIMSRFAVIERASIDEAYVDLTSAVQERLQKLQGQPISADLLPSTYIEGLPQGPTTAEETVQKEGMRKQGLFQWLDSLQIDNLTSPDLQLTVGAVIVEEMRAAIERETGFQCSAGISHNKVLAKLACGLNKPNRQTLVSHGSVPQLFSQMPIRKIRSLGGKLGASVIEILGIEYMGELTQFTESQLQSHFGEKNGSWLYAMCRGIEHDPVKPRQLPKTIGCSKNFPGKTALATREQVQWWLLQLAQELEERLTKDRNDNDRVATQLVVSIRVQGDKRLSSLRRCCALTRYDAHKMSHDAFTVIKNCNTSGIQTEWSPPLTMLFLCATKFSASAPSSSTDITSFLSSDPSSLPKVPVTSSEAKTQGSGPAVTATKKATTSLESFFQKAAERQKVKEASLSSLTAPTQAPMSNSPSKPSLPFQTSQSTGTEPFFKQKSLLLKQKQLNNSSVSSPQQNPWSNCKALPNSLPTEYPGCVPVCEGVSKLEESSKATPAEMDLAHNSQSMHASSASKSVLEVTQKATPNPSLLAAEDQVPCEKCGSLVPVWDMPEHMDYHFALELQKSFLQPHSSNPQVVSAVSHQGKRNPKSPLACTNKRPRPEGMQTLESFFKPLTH
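Fluorescent replication assay: 50 nM final substrate added after a 15 min room-temperature compound preincubation with 10 nM enzyme. Signal taken at 0 min and again at 10 min.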
Glioma ERSR ind = induces the endoplasmic reticulum stress response in human glioma cells; 420,000 tested, 0.02% active; Potency, µM, for the others: at the top dose activation, most hits filed as activators; U87-MG GRP78 promoter luciferase reporter, 16 h; also: potency is read from the fitted curve at half-maximal effect; series mostly up to about 76 µM; % of control where 0% means no effect; nearly all actives have a fitted effect of over 35% in size
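Stably transfected U87-MG human glioma cells carrying a GRP78-based luminescent sensor were seeded at 1000 cells/well, pin-dosed with compounds and incubated 16 h. Luciferase reagent was then added, and end-point luminescence was read after 10 min at room temperature.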
Pol iota inh = DNA polymerase iota (human) inhibition; Potency, µM (titrated, usually from 115 µM), inactives show at the highest dose activity, negative = inhibition, usual class: inhibitors; Pol iota fluorescent replication assay, 10 min; AID 588590; 390,000 tested, 1% active; Q9UNA4; also: potency is read from the fitted curve at half-maximal effect
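Pol iota at 10 nM preincubated 15 min with compounds at room temperature; reaction started with fluorescent substrate, 50 nM final. Fluorescence read kinetically at 0 and 10 min; buffer-only wells as negative control.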
Pol beta inh = DNA polymerase beta (human) inhibition | P06746 | Potency, µM (titrated, usually from 114 µM), without a hit: at the top dose activity change, negative = inhibition, hits mostly inhibitors | 340,000 tested, 1.3% active | Pol beta primer extension/strand displacement, fluorescence kinetic; also: potency is read from the fitted curve at half-maximal effect; % is scaled to controls: 0 for no effect and ±100 for the full control effect
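Enzyme-only controls used 10 nM Pol beta; buffer lacking enzyme served as negative control. Compound preincubated 15 min, then 50 nM substrate added; 0 and 10 min reads at room temperature.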
POLK inh = inhibitors of human DNA polymerase kappa | Q9UBT6 | purified Pol kappa, fluorescent DNA synthesis assay, 10 min | Potency, µM (doses to about 107 µM), without a hit: at the top dose activity, negative = inhibition, hits mostly inhibitors | 400,000 tested, 0.53% active | AID 588579; also: potency is read from the fitted curve at half-maximal effect; % is scaled to controls: 0 for no effect and ±100 for the full control effect
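Pol kappa 10 nM + cpd, 15 min RT; start w/ substrate 50 nM final; fluorescence kinetic read, 0 and 10 min. Neg ctrl: buffer, no enzyme.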
Anesthetic bind = candidate novel general anesthetic via apoferritin binding; Potency, µM (series often up to 77.5 µM), for inactives: top-dose activity change, negative = displacement, actives largely listed as inhibitors; apoferritin/1-aminoanthracene competitive binding, fluorescence; AID 485281; 350,000 tested, 0.074% active; also: potency is read from the fitted curve at half-maximal effect; % is scaled to controls: 0 for no effect and ±100 for the full control effect; nearly all actives have a fitted effect of over 20% in size
Target sequence (P02791 2-175 limits assumed): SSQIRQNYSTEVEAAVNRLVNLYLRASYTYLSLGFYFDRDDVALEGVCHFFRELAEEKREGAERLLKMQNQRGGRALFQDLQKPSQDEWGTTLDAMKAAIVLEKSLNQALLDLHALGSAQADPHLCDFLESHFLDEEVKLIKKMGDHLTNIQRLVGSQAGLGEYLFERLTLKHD
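Probe: 1-aminoanthracene (50% saturated, PBS). Protein: horse-spleen apoferritin, 10 uM. Incubation: 10 min, room temperature. Detection: 380 nm excitation, 535 nm emission. Analysis: normalized response, four-parameter Hill.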
* hit, by the source's call; u = inconclusive; x = no result given; & = joins results of further samples; [ ] = another dose, or the depositor's remark. Unless noted, calls follow the shape of the dose curve; as a rule, active = well fitted curve in the direction sought with a large enough effect; inconclusive = small, poorly fitted or top-dose-only effect, or another doubt; inactive = no such curve, though single readings can be large; an effect the other way counts as inactive or inconclusive. An excerpt; rates above refer to the full screens.

SMILES	BLM helicase inh	LDHA block	APEX1 inh	POLH inh	Glioma ERSR ind	Pol iota inh	Pol beta inh	POLK inh	Anesthetic bind
CCNc1nc(NCC)nc(Oc2ccc(C(=O)OC)cc2)n1	-1%	-12	2%	6%	-3%	16%	20%	-13%	3%
Cc1cccc(NC2CNC(=O)NC2=O)c1 (configuration not stated)	x	-10	x	-23%	3%	28%	x	0%	x
O=S(=O)(Nc1ccc(O)c(NS(=O)(=O)c2ccccc2)c1)c1ccccc1	-1%	13&9	-9%	-6%	-3%	19%	32%	7%	-13%
COc1ccc(OC)c(/C=N\NC(=O)CSc2nnc(CCCc3ccc(OC)c(C)c3)o2)c1	4%	-3	2%	-9%	-6%	-3%	3%	-8%	137%[activator]
CC1(C)CC(CCC(=O)NC(=S)Nc2ccccc2Cl)C(=O)O1 (configuration not stated)	-5%	-14	-3%	-22%	0%	7%	-15%	-6%	u
CCOc1ccc(NS(=O)(=O)c2cc(NC(=O)CCNC(=O)c3ccco3)ccc2OC)cc1	x	-10	x	-9%	-2%	16%	x	-17%	x
CN(N)c1nc(C(F)(F)F)nc2ccccc12	-1%	-14	-2%	7%	-4%	4%	-15%	-11%	-8%
COC(=O)c1cc(S(=O)(=O)N2CCCC(C)C2)c[nH]1 (configuration not stated)	1%	-8	-10%	-21%	0%	20%	-19%	7%	-2%
CCc1ccccc1NC(=O)CN(C)C(=O)CSc1nn(-c2ccccc2)c(=S)s1	-1%	2	1%	-20%	-5%	18%	1%	-5%	6%
Cc1cc(C)n2nc(C(=O)OCC(=O)Nc3ccc4c(c3)OCO4)nc2n1	-7%	0	u	-7%	-7%	-15%[58.9 µM]	-4%	3%	-13%
CCc1ccccc1NC(=O)c1cn(C)c(=O)c2ccccc12	-2%	0	x	1%	-3%	12%	2%	-6%	4%
c1ccc2c3nnc4n(c-3nc2c1)CCCS4	-5%	-9	-6%	-12%	3%	u	8%	-8%	-11%
CC1CN(S(=O)(=O)c2cccc(C(=O)NCCc3ccc(S(N)(=O)=O)cc3)c2)CC(C)O1 (configuration not stated)	x	-1	-33%	-16%	-2%	u	x	-13%	x
O=C(Nc1nccs1)C1CCCN1S(=O)(=O)c1ccc(F)cc1 (configuration not stated)	3%	1	2%	-12%	-6%	-4%	9%	1%	-6%
COc1cccc2c(=O)n(CC(=O)Nc3ccccc3F)ccc12	-7%	0	u	-3%	-2%	9%	4%	0%	11%
O=C(Cn1ncc2c3ccccc3n(Cc3ccc(Cl)cc3)c2c1=O)NCCC1=CCCCC1	-5%	-14	x	-18%	-2%	26%	-26%	-24%	-11%
CCc1ccc(C2NC(=O)c3ccccc3O2)cc1 (configuration not stated)	-5%	-6	26%	-7%	-2%	131%[activator]	0%	-15%	-12%
CCOC(=O)/C(C#N)=N/Nc1ccccc1C#N	0%	-12	4%	6%	-2%	-15%	29%	-7%	-6%
COc1ccc(NC(=O)CSc2nnc(-c3ccncc3)n2CC2CCCO2)c(OC)c1 (configuration not stated)	-3%	-10	2%	-6%	-5%	25%	23%	-10%	-2%
Cc1cccc(NC(=O)C2CCCN(c3ncnc4c3nc3n4CCCCC3)C2)n1 (configuration not stated)	1%	-4	16%	-14%	-4%	32%[activator]	0%	-2%	-13%
COc1ccc(CCNC(=O)CCC(=O)NC2CCCC(C)C2C)cc1OC (configuration not stated)	0%	-6	45%	-7%	-2%	-2%	-1%	-20%	-6%
COc1ccc(S(=O)(=O)NC(C)C(=O)NC2CC2)cc1C (configuration not stated)	1%	-2	-4%	-5%	-2%	4%	55%	-17%	-5%
COCCOc1ccc(C(F)(F)F)cc1NC(=O)c1ccccc1	-4%	-3	4%	-18%	-5%	155%[activator]	11%	-3%	-8%
Cc1ccc(Cl)cc1NC(=O)N1CCC2(CC1)Oc1ccccc1C(=O)N2Cc1ccccc1F	-7%	-5	x	x	x	0%	-4%	-4%	50%[activator]
COc1ccc(OC)c(NC(=O)c2ccc(CN3CCOCC3)cc2)c1	0%	-1	-2%	-19%	2%	18%	26%	-16%	-10%

3 entries drawn at random from the list so far, as already listed:
SMILES	BLM helicase inh	LDHA block	APEX1 inh	POLH inh	Glioma ERSR ind	Pol iota inh	Pol beta inh	POLK inh	Anesthetic bind
c1ccc2c3nnc4n(c-3nc2c1)CCCS4	-5%	-9	-6%	-12%	3%	u	8%	-8%	-11%
O=C(Nc1nccs1)C1CCCN1S(=O)(=O)c1ccc(F)cc1 (configuration not stated)	3%	1	2%	-12%	-6%	-4%	9%	1%	-6%
CN(N)c1nc(C(F)(F)F)nc2ccccc12	-1%	-14	-2%	7%	-4%	4%	-15%	-11%	-8%

Back to the main list, repeating the two entries before the break.
SMILES	BLM helicase inh	LDHA block	APEX1 inh	POLH inh	Glioma ERSR ind	Pol iota inh	Pol beta inh	POLK inh	Anesthetic bind
Cc1ccc(Cl)cc1NC(=O)N1CCC2(CC1)Oc1ccccc1C(=O)N2Cc1ccccc1F	-7%	-5	x	x	x	0%	-4%	-4%	50%[activator]
COc1ccc(OC)c(NC(=O)c2ccc(CN3CCOCC3)cc2)c1	0%	-1	-2%	-19%	2%	18%	26%	-16%	-10%
CCC(C)[C@H]1CNCCN1CCc1cccc2ccccc12 (some centres not stated)	x	-3	u	8%	-2%	u	x	-29%	x
C=CCNC(=O)c1ccc(N(Cc2ccc(Cl)cc2)S(C)(=O)=O)cc1	-3%	-10	6%	-10%	-3%	-8%	-1%	-2%	-13%
Cc1ccc2[nH]c(C(=O)NCCN3CCCC3)cc2c1	-6%	-3	37%	-4%	-3%	8%	-28%	-12%	-10%
COc1ccccc1OCCC(=O)Nc1cccc(S(=O)(=O)N2CCOCC2)c1	x	-5	12%	-15%	-2%	-3%	x	-16%	x
NS(=O)(=O)c1ccc(CCNCc2cc(Cl)ccc2OCc2ccccc2)cc1	-1%	-6	25%	-9%	-7%	-11%	-13%	-3%	-24%
COC(=O)c1n[nH]nc1-c1ccccc1	2%	-5	6%	-12%	-4%	13%	3%	-1%	5%
O=c1cnc2ccccc2n1Cc1ccc(Br)cc1	-1%	-12	6%	-22%	u	45%[activator]	33%	9%	-12%
Cn1ccnc1Sc1nc(Nc2cccc(Cl)c2)nc(N2CCOCC2)n1	-1%	0	-2%	-17%	0%	7%	-12%	0%	-23%
Cc1ccc(S(=O)(=O)N2CCCN(S(=O)(=O)c3ccccc3Br)CC2)cc1	x	-4	0%	-9%	0%	2%	x	-13%	x
CCOC(=O)CSCC(=O)Nc1nnc(-c2cccc([N+](=O)[O-])c2)s1	-2%	-7	u	-11%	-6%	11%	-7%	-23%	-14%
O=C(CCS(=O)(=O)Cc1ccccc1)NCCc1ccccc1	-1%	-2	20%	-1%	-1%	148%[activator]	17%	-16%	-4%
CC(=O)c1cccc(CN2CCN(CCC(C)C)C(CCO)C2)c1 (configuration not stated)	-4%	-2	9%	-7%	-3%	22%	0%	-13%	-10%
CCc1nc(SCC(=O)OC)c2c3c(sc2n1)COC(C)(C)C3	-7%	-2	33%	-14%	0%	11%	-17%	3%	3%
COc1ccccc1CNc1ccc(-c2nc(-c3ccco3)no2)cc1[N+](=O)[O-]	0%	-2	x	-16%	5%	8%	-2%	-7%	-10%
COc1cc(OC)c(NC(=S)Nc2cccc(C(C)=O)c2)cc1Cl	-4%	-2	-1%	5%	1%	5%	6%	-9%	-20%
CC(C)(CO)NC12CC3CC(CC(C3)C1)C2	2%	-10	13%	2%	0%	2%	1%	-4%	-2%
Cc1ccc(NC(=O)c2noc3c2CCc2ccccc2-3)cc1	-1%	-8	3%	2%	3%	5%	4%	-3%	-20%
CNC(=O)c1cccc2nc3ccccc3nc12	-9%	0	-9%	-14%	-3%	22%	-6%	-13%	-8%
C/C(=C\c1ccc(Br)cc1)C(=O)c1c(C)cc(C)[nH]c1=O	2%	-1	-18%	-6%	-5%	1%	0%	-8%	-16%
Cc1ccn2c(NC(=O)c3cccs3)c(-c3ccccc3)nc2c1	1%	3	7%	-19%	-3%	20%	2%	-1%	1%
CC(=O)N1N=C(c2ccccc2)CC1c1ccc2c(c1)OCO2 (configuration not stated)	-13%	-1	-14%	-6%	6%	-2%	-12%	0%	-11%
CCn1cc(C(=O)NCCN(CC(C)C)CC(C)C)c(=O)c2cc(S(=O)(=O)N(C)C3CCCCC3)ccc21	-2%	3	x	-36%	-1%	4%	-19%	1%	-17%
Cc1cc(C)cc(NC(=O)Cn2ncn3c(cc4ccccc43)c2=O)c1	0%	-5	-2%	0%	-4%	24%	5%	0%[60.1 µM]	-1%
CC(C)COc1ccc(C(=O)Nc2ccc(NC(=O)c3ccco3)cc2)cc1	-5%	-11	-13%	-4%	-5%	3%	u	-1%	0%
COc1ccc(Nc2cc(C)nc3ncnn23)c(OC)c1	1%	-1	9%	-14%	-4%	13%	19%	3%	-10%
Remaining list, next part:
SMILES	BLM helicase inh	LDHA block	APEX1 inh	POLH inh	Glioma ERSR ind	Pol iota inh	Pol beta inh	POLK inh	Anesthetic bind
Nc1cc(=O)nc(SCC(=O)Nc2cccc3ccccc23)n1CCc1ccccc1	0%	-3	-4%	-16%	0%	11%	35%	3%	u
Cc1ccccc1OCC(=O)Nc1ccccc1-c1ccccc1	-4%	-2	12%	-6%	2%	16%	12%	11%	-21%
C=CCc1cc(C=O)cc(OCC)c1OCc1ccc(Cl)cc1	-7%	-2	11%	-14%	-2%	31%[activator]	10%	-15%	-10%
O=C(CSc1nnnn1Cc1ccccc1)N1CCN(c2ccccc2)CC1	-5%	-23	18%	5%	-4%	21%	11%	-10%	-11%
Cn1c(/C(C#N)=N/O)nc2ccccc21	2%	-6	-1%	1%	-2%	3%	0%	-6%	-2%
COc1ccc(S(=O)(=O)n2oc(=O)cc2-c2ccccc2)cc1	3%	-14	-8%	4%	3%	15%	6%	-1%	-13%
CCOC(=O)CNC(=O)Cn1cnc2sc(C)c(S(=O)(=O)N3CCC(C)CC3)c2c1=O	-12%	-8	9%	7%	-6%	13%	44%	-8%	4%
O=C1OC2(CCCCC2)OC(=O)C1=CNc1nc2ccccc2s1	2%	-3	5%	-17%	1%	8%	-20%	-5%	u
